Vif-APOBEC3G blk: blocks the Vif interaction with human APOBEC3G. HeLa A3G-eYFP + Vif (tagged APOBEC3G with the HIV-1 protein that degrades it), YFP fluorescence, overnight. Potency, µM (titrated, usually from 46.1 µM), without a hit: at the highest dose activity, negative = active, actives largely listed as inhibitors. 410,000 tested, 0.076% active. AID 602310;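 also: potency is read from the fitted curve at half-maximal effect; % is scaled to controls: 0 for no effect and ±100 for the full control effect; nearly all actives have a fitted effect of over 60% in size; hits raise eYFP signal because A3G escapes Vif-driven loss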
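Read-out is eYFP fluorescence (Ex 488/Em 500-530) from Vif-expressing HeLa A3G-eYFP cells; more signal means A3G escaped Vif-mediated degradation. Cells plated overnight, compound pinned in, incubated overnight at 37 deg C.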
RXFP1 ag: agonists of human relaxin receptor RXFP1; Q9HBX9; HEK293T-RXFP1 cAMP TR-FRET, 30 min; response scale: percent of porcine relaxin response, buffer zero; Potency, µM (series often up to 57.5 µM), without a hit: at the highest dose activation, usual class: activators; 370,000 tested, 0.3% active; AID 2676; also: potency is read from the fitted curve at half-maximal effect; % is scaled to controls: 0 for no effect and ±100 for the full control effect; nearly all actives have a fitted effect of over 60% in size; many of its hits are not listed in these tables
Target sequence (Q9HBX9 whole entry, looked up): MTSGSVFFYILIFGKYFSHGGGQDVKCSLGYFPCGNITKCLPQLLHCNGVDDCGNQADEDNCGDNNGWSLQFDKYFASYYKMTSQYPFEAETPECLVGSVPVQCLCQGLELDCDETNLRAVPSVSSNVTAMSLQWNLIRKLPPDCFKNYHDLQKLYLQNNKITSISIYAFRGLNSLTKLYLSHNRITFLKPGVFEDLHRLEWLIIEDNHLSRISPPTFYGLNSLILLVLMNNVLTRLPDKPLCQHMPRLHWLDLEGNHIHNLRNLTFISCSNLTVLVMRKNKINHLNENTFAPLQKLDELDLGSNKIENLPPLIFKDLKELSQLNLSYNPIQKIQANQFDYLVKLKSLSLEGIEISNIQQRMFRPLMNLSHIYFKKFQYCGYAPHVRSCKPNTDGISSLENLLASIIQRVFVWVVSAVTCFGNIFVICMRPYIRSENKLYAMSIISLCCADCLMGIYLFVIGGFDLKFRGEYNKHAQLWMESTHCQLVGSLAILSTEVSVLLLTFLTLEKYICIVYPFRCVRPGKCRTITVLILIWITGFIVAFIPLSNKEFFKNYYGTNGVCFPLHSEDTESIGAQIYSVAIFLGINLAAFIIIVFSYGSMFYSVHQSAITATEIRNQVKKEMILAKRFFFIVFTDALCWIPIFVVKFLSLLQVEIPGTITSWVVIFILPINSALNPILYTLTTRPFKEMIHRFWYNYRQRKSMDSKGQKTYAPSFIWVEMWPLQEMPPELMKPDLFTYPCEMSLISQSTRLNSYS
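cAMP rise read by TR-FRET after 30 min, 37C compound exposure (up to 58 uM) in RXFP1-transfected HEK293 cells with Ro 20174 present. EC50 from Hill-equation fits, with 29 nM porcine relaxin as 100% and buffer as basal.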
Glioma ERSR ind: inducers of ER stress response in human glioma cells | Potency, µM, for inactives: at the highest dose activation, most hits filed as activators | U87-MG GRP78 promoter luciferase reporter, 16 h | 420,000 tested, 0.02% active; also: potency is read from the fitted curve at half-maximal effect; series mostly up to about 76 µM; % of control where 0% means no effect; nearly all actives have a fitted effect of over 35% in size
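Stably transfected U87-MG glioma cells carrying a GRP78-based luciferase sensor; 16 h compound incubation. Luminescence end-point read 10 min after Bright-Glo addition at room temperature.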
D1 antagonist: antagonists of human D1 dopamine receptor. P21728. HEK293 TREx D1 cells, calcium flux, dopamine EC80; stronger effect = lower value. activity change, negative = inhibition, % at 10 µM. 360,000 tested, 3.2% active; in the data active = activity change below about -30%; also: % is scaled to controls: 0 for no effect and ±100 for the full control effect
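After overnight tetracycline induction at 30 C, force-coupled D1 HEK293 cells took up a no-wash calcium dye at room temperature. Compounds were added and monitored 180 s, and the response to EC80 dopamine was then recorded.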
D1 potentiator: potentiators of human D1 dopamine receptor; P21728; HEK293 TREx D1 cells, calcium flux, dopamine EC20 potentiation; potentiation, % at 10 µM; 360,000 tested, 0.036% active; in the data active = potentiation above about 30%; also: 0% is about no effect
D1 agonist: activates the human D1 dopamine receptor; HEK293 T-REx D1 cells, calcium flux, agonist mode; P21728; 360,000 tested, 1% active; activation, % at 2 µM; in the data active = activation above about 30%; also: 0% is about no effect
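Agonism was scored from calcium flux recorded over 180 s (1 read/s) after pintool compound addition, following a 10-cycle baseline. Cells were inducible force-coupled HEK293 TREx D1, plated overnight at 30 C and loaded with no-wash calcium dye.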
Vif-A3F inh: blocks the Vif interaction with APOBEC3F; HeLa A3F-eYFP + Vif (tagged APOBEC3F with the HIV-1 protein that degrades it), YFP fluorescence increase; Potency, µM (series often up to 46.1 µM), inactives show at the highest dose activity, negative = active; 390,000 tested, 0.2% active; AID 602313; also: potency is read from the fitted curve at half-maximal effect; % of control where 0% means no effect; nearly all actives have a fitted effect of over 65% in size
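HeLa cells stably expressing A3F-eYFP plus Vif, plated and incubated overnight at 37 deg C, then exposed to compounds overnight at 37 deg C. Blocked degradation read as raised yellow fluorescence (Ex 488/Em 500-530).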
LDHA inh: LDHA (human) enzyme inhibition. P00338. purified LDHA, NADH/diaphorase-resazurin fluorescence; stronger effect = lower value. activity change, % (values are at about 110 or 230 µM). 480,000 tested, 0.15% active; in the data active = activity change below about -30%;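 also: plate controls were DMSO wells for no effect and wells without enzyme for full effect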
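Remaining NADH was detected by diaphorase (0.133 mg/mL) converting 37 µM resazurin to fluorescent resorufin, read at 0 and 20 minutes. The preceding 5-minute room-temperature reaction used 2 nM LDHA, 0.2 mM sodium pyruvate and 0.06 mM NADH at pH 7.4.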
D2 potentiator: positively modulates the human D2 dopamine receptor allosterically; P14416; HEK293 T-REx D2, calcium flux, EC20 dopamine potentiation; potentiation, % at 10 µM; 340,000 tested, 0.34% active; AID 485347;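 active = potentiation over 3 SD above the plate norm, cut at about 30% in these data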; also: 0% is about no effect
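Tetracycline-induced Hek293 Trex D2 cells, force-coupled to calcium, loaded with no-wash calcium dye. Compound added with 180 s kinetic read for agonism, then EC20 dopamine and a further 180 s read for potentiation.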
An asterisk follows results filed as active; nt = not tested or not shown; & = joins results of further samples. Unless noted, calls follow the shape of the dose curve; as a rule, active = well fitted curve in the direction sought with a large enough effect; inconclusive = small, poorly fitted or top-dose-only effect, or another doubt; inactive = no such curve, though single readings can be large; an effect the other way counts as inactive or inconclusive. A portion of the library; the hit share may differ from the screen's.

The first 2 compounds, ahead of the listing:
compound,Vif-APOBEC3G blk,RXFP1 ag,Glioma ERSR ind,D1 antagonist,D1 potentiator,D1 agonist,Vif-A3F inh,LDHA inh,D2 potentiator
CCOc1cc(CNc2ccc(C(=O)O)cc2)ccc1OCc1ccccc1,1.6%,-0.6%,7.6%,6.4,-0.6,1.1,0.0%,-5.2,11.1
COc1ccc2[nH]c(=O)c(CN(C(=O)c3cccnc3)c3ccc(C)cc3C)cc2c1,-6.1%,-0.6%,-2.2%,-0.4,-3.5,0.1,15.0%,-4.4,5.8

Main list, from the start:
compound,Vif-APOBEC3G blk,RXFP1 ag,Glioma ERSR ind,D1 antagonist,D1 potentiator,D1 agonist,Vif-A3F inh,LDHA inh,D2 potentiator
CCOc1cc(CNc2ccc(C(=O)O)cc2)ccc1OCc1ccccc1,1.6%,-0.6%,7.6%,6.4,-0.6,1.1,0.0%,-5.2,11.1
COc1ccc2[nH]c(=O)c(CN(C(=O)c3cccnc3)c3ccc(C)cc3C)cc2c1,-6.1%,-0.6%,-2.2%,-0.4,-3.5,0.1,15.0%,-4.4,5.8
COc1ccccc1-n1c(-c2cc(-c3ccco3)[nH]n2)n[nH]c1=S,-1.5%,0.4%,3.9%,0.7,-1.9,2.3,0.0%,3.5,-1.7
CC/C(C)=C1\SC(N2CCN(C(C)=O)CC2)=NC1=O,-0.1%,-0.1%,0.9%,-8.7,-3.0,3.0,-9.0%,-4.7,-8.3
CCCS(=O)(=O)N1CCC(CCOc2ccccc2)(C(=O)OCC)CC1,3.1%,1.4%,-1.6%,-22.8,-4.3,3.9,11.7%,-8.2,-5.7
COc1ccc(N(CC(=O)NCc2ccc(C)cc2)S(=O)(=O)c2ccccc2[N+](=O)[O-])c(OC)c1,-6.4%,-1.4%,-3.4%,0.7,-1.4,8.0,-5.7%,-6.0,4.4
COc1ccc(-c2noc(CSc3nc(N)cc(=O)[nH]3)n2)cc1,0.2%&1.9%,0.0%&-0.9%,2.0%&1.0%,-16.4&-18.7,-1.7&-3.8,2.7&4.7,2.6%&1.6%,-2.2&2.5,1.7&8.9
COc1ccc2c(c1)c1c(c(=O)n(Cc3ccccc3)c(=O)n1CC(=O)Nc1ccccc1OC)n2C,0.1%,17.2%,-3.7%,1.3,-0.9,0.0,2.1%,-2.4,-7.8
O=C1CCc2cc(S(=O)(=O)Nc3ccccc3)ccc2N1,-13.6%,0.0%,2.0%,-5.9,nt,4.4,-1.9%,-3.1,-3.6
CCOC(=O)NN1C(=O)c2ccccc2NC1c1ccc(N(C)C)cc1 (centres undefined),-0.4%,0.1%,1.5%,1.6,-2.7,0.7,4.5%,-6.0,4.6
Cc1ccc(NC(=O)Cn2c(=O)n(CCc3ccccc3)c(=O)c3c4c(sc32)CCCC4)cc1C,-0.3%,0.9%,-1.9%,-5.2,-0.7,3.4,5.6%,-7.5,-1.6
CCN(CC)CCCNc1cc2n(c(=O)n1)CCc1cc(OC)c(OC)cc1-2,-0.9%,6.7%,-3.2%,-3.7,-3.5,1.4,-3.1%,5.5,-6.3
COc1cccc(C(=O)NC(=S)Nc2ccc([N+](=O)[O-])cc2C)c1,-7.5%,0.1%,0.9%,10.5,-10.9,3.2,3.2%,-6.7,-5.2
Cc1cc(C)n2nc(CCCCc3nc4nc(C)cc(C)n4n3)nc2n1,nt,0.3%,nt,4.1,-1.2,-0.8,nt,nt,-6.2
COc1cc(C(=O)N2CCN(C(=O)c3cc(-c4ccc(Br)cc4)n[nH]3)CC2)cc(OC)c1OC,0.0%,0.8%,1.7%,-0.7,-1.7,-0.9,-5.3%,1.5,0.2
C/C(=N\N=C1/NC(=O)C(C)S1)c1ccco1 (centres undefined),-9.0%,-0.6%,-1.7%,13.5,5.8,2.6,-3.5%,-3.6,2.1
Clc1c(-c2nnc3n2CCCCC3)sc2ccccc12,-1.3%,-0.9%,-1.8%,-6.9,-6.3,1.1,-7.0%,-3.9,nt
O=C(c1ccc([N+](=O)[O-])cc1)c1cc2ccc(O)cc2oc1=O,-13.9%,-1.5%,-3.6%,-0.7,2.1,4.2,7.4%,-15.6,6.3
COc1ccc(NC(=O)c2c(NC(=O)c3ccncc3)sc3c2CCC(C(C)(C)C)C3)cc1 (centres undefined),3.0%,1.8%,2.5%,1.6,-1.0,1.6,-2.0%,-2.2,0.9
COc1ccc(S(=O)(=O)n2ccc(-c3ccc(OCCN(C)c4ccccn4)cc3)n2)cc1,2.5%,1.2%,-3.7%,-3.8,1.4,7.6,-8.5%,1.3,-3.2
O=C(CSc1ccc(Cl)cc1)NC1CCCC1,1.4%,0.5%,6.6%,-3.4,2.0,0.6,3.5%,0.5,5.7
O=C(CNc1ccc2c(c1)OCO2)N/N=C\c1cn(Cc2ccc(F)cc2)c2ccccc12,nt,0.0%,nt,-40.8*,-4.3,3.3,nt,nt,nt
Cc1cc(O)cc2c1C(c1ccc(F)cc1)CC1(CC(C)(C)NC(=S)N1)O2 (centres undefined),1.7%,-0.4%,6.3%,10.3,-4.4,1.2,-5.4%,-4.2,-10.7
COc1ccc(CCNC(=O)c2ccc3c(c2)N(Cc2ccccc2C)C(=O)c2ccccc2S3)cc1OC,2.7%,3.9%,-2.5%,-10.8,-2.4,5.0,-0.4%,3.1,6.0
Cc1cc2n(n1)CCCN2C(=O)Nc1cccc(C)c1C,2.4%,0.3%,-2.6%,2.6,1.4,1.9,-16.6%,0.9,1.6

Next section:
compound,Vif-APOBEC3G blk,RXFP1 ag,Glioma ERSR ind,D1 antagonist,D1 potentiator,D1 agonist,Vif-A3F inh,LDHA inh,D2 potentiator
CC(C)Cn1c(=O)c2ccccc2n2c(CCC(=O)NC3CCN(Cc4ccccc4)CC3)nnc12,-2.8%,2.4%,-0.9%,-3.3,-5.2,4.0,-9.3%,-2.3,2.7
O=c1oc2c(CN3CCCCC3)c(O)ccc2cc1-c1nc2ccccc2[nH]1,-5.8%,2.4%,-5.0%,-17.8,-1.9,136.0*,4.0%,-2.0,nt
COC(=O)c1ccccc1N=Nc1c(C)noc1C,-0.5%,2.2%,-6.0%,-7.1,-5.0,0.3,3.3%,-2.5,-0.3
CCC(Sc1nc2cc3c(cc2c(=O)n1Cc1ccco1)OCO3)C(=O)Nc1ccccc1OC (centres undefined),-1.4%,1.8%,-2.6%,2.0,-2.9,1.3,-9.2%,0.0,13.2
COCCN1C(=O)c2oc3ccccc3c(=O)c2C1c1ccc(OC)c(OC)c1 (centres undefined),-1.5%,-1.3%,-2.9%,10.2,1.6,-3.7,-1.1%,-0.9,-12.2
CCOC(=O)c1ccccc1NC(=O)Cn1c(=O)n(Cc2ccccc2)c(=O)c2c(C)c(C)sc21,-2.2%,2.4%&1.5%,-1.6%,30.5&-4.3,1.0&7.2,0.3&4.8,-8.9%,-12.4&-3.4,-7.2
Cc1ccc(C(=O)N2CC3(C(C)C)CN(C(=O)c4ccc(C)cc4)CC(C(C)C)(C2)C3=O)cc1,-6.2%,1.1%,-2.7%,26.1,-3.6,1.1,3.6%,-8.5,-9.7
CCN(CC)CCN1C(=O)C(=O)/C(=C(/O)c2c(C)[nH]c(C(=O)OC)c2C)C1c1cccc(OC)c1 (centres undefined),-3.4%,2.2%,-4.4%,0.2,6.7,0.1,-8.0%,2.0,6.8
O=C1c2ccccc2C(=O)c2c1ccc(C(=O)N1CCCCC1)c2NCCO,-1.9%,2.4%,-0.6%,2.5,6.7,1.9,2.1%,-2.9,10.8
Cc1cc(NC(=O)CSc2nc3ccccc3n2CCC#N)no1,2.7%,0.1%,0.8%,-15.1,-2.1,-3.8,-5.7%,-5.2,0.7
COc1ccc(Cn2nnnc2CN(Cc2cc3cccc(C)c3[nH]c2=O)C2CCCC2)cc1,0.2%,-1.5%,-4.4%,3.4,2.9,3.0,0.3%,1.0,13.5
COc1ccc(/C=N/NC(=O)CNC(=O)/C=C/c2ccccc2OC)cc1,-10.1%,-1.8%,-3.0%,-9.2,0.3,2.7,-2.1%,-0.8,-29.8
Cc1ccc(-n2nc(C)cc2N)c(C)c1,-1.7%,0.9%,-2.3%,-7.0,0.7,3.8,2.5%,-3.9,-2.3
O=C(COc1ccc2oc(-c3ccccc3)cc(=O)c2c1)Nc1ccccc1,-5.6%,15.9%,-1.2%,4.1,-3.4,-1.2,0.2%,-7.9,-16.4
CC[C@H](C)[C@@H](CNC)NC[C@@H](Cc1ccc(O)cc1)NCC(C)(C)C,3.9%,-1.0%,-5.8%,3.1,15.1,3.8,-0.3%,-0.2,5.0
COCCCNS(=O)(=O)c1ccc(OC)c(Cl)c1Cl,0.7%,0.6%,-2.1%,-4.9,1.9,4.4,-7.3%,-7.8,-1.7
COc1ccc(C2N(C(=O)c3ccccc3)CCN2C(=O)c2ccc(C)cc2)cc1 (centres undefined),-10.8%,0.5%,-1.9%,-6.7,1.9,-0.8,-5.2%,-7.1,15.4
COC(=O)c1ccc(C2NC(=O)c3c(sc(C)c3C)N2)cc1 (centres undefined),-0.3%,2.3%,0.2%,4.1,-7.7,0.6,-7.6%,0.2,14.2
CCCn1c(SCC(=O)NC2CCCCC2)nnc1-c1ccncc1,5.4%,2.4%,-3.2%,-7.5,-0.4,2.1,-7.3%,1.3,1.2

Random excerpt: 4 entries already listed, in no set order.
compound,Vif-APOBEC3G blk,RXFP1 ag,Glioma ERSR ind,D1 antagonist,D1 potentiator,D1 agonist,Vif-A3F inh,LDHA inh,D2 potentiator
C/C(=N\N=C1/NC(=O)C(C)S1)c1ccco1 (centres undefined),-9.0%,-0.6%,-1.7%,13.5,5.8,2.6,-3.5%,-3.6,2.1
CC/C(C)=C1\SC(N2CCN(C(C)=O)CC2)=NC1=O,-0.1%,-0.1%,0.9%,-8.7,-3.0,3.0,-9.0%,-4.7,-8.3
O=C(c1ccc([N+](=O)[O-])cc1)c1cc2ccc(O)cc2oc1=O,-13.9%,-1.5%,-3.6%,-0.7,2.1,4.2,7.4%,-15.6,6.3
Cc1cc2n(n1)CCCN2C(=O)Nc1cccc(C)c1C,2.4%,0.3%,-2.6%,2.6,1.4,1.9,-16.6%,0.9,1.6

Screening data from PubChem.
